M1 antag: human M1 muscarinic receptor antagonists, primary screen, CHO-K1 cells, Fluo-8 calcium fluorescence, 1536-well; AID 588852, 2011; CHO-K1 hM1, ACh EC80 antagonist; inhibition, % at 3 µM; 360,000 compounds, 1.3% hits;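 active means percent inhibition above its own plate's cutoff, namely the mean of that plate's compound wells plus 3 SD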;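 further: peak over basal fluorescence ratio during 140 s after agonist addition; 0% = ACh EC80 plus DMSO and 100% = DMSO alone without agonist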
CHRM4 PAM: human M4 muscarinic receptor positive allosteric modulators, primary screen, CHO-K1 cells, Fluo-8 calcium fluorescence. CHO-K1 hM4/Gqi5, ACh EC20; 0% = ACh EC20, 100% = maximal ACh. 360,000 compounds, 0.4% hits. Muscarinic acetylcholine receptor M4 (Homo sapiens), P08173. activation, % at 3 µM;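 active means activation above its plate's cutoff, the mean activation of sample wells plus 3 SD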; further: some results filed as inactive read as strong as hits
Target sequence (P08173 whole entry, looked up): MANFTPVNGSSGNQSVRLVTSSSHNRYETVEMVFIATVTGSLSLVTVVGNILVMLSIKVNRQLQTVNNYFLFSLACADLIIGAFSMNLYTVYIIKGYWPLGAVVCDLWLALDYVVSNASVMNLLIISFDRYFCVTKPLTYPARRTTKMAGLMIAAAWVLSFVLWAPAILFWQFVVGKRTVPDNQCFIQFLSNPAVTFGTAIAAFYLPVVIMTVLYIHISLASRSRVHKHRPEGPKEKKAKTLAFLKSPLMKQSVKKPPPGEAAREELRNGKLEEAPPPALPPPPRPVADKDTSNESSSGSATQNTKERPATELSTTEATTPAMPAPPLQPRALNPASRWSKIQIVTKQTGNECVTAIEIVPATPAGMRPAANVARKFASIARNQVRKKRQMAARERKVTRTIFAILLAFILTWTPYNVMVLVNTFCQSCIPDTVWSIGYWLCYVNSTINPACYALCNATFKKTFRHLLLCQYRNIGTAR
M5 antag: human M5 muscarinic receptor antagonists, primary screen, CHO cells, Fluo-8 calcium fluorescence; Muscarinic acetylcholine receptor M5 (Homo sapiens), P08912; CHO-hM5 cells, ACh EC80; inhibition, % at 3 µM; 360,000 compounds, 0.59% hits; AID 624040, 2012;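 active means inhibition above a per-plate cutoff, the mean of that plate's test compounds plus 3 SD, cut at about 27% in these data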;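 further: 0% = acetylcholine EC80 with DMSO and 100% = DMSO without agonist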
Target sequence (P08912 whole entry, looked up): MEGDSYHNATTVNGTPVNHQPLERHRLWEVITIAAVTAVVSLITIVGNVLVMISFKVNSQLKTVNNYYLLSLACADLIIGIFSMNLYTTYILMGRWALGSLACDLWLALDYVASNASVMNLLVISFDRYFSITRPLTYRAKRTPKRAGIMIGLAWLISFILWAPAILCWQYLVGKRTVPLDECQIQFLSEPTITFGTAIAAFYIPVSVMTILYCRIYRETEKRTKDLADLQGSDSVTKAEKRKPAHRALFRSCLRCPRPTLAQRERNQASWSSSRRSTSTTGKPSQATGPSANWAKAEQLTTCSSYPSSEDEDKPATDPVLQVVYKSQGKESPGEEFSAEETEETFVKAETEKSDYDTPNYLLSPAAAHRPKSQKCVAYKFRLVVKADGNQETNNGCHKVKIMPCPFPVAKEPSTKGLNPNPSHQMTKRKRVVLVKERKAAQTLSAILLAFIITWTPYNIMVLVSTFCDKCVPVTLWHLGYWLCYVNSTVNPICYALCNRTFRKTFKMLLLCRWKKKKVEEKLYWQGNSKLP
CRFBP-R2 agonist: agonists of CRF-BP/CRF-R2 complex, primary screen, cell-based, HEK293, calcium dye fluorescence, uHTS. calcium dye fluorescence (FLIPR); percent of saturating CRF peptide response. activation, % at 13.2 µM. 350,000 compounds, 0.46% hits. AID 588473, 2011;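 active means activation of at least 50%, plus an integration ratio under a set limit after plate pattern correction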;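 further: plate controls were neutral control wells without compound for no effect and CRF at EC100 for full effect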
CHRM5 agonist: human M5 muscarinic receptor agonists, primary screen, CHO-K1 cells, Fluo-8 calcium fluorescence; Muscarinic acetylcholine receptor M5 (Homo sapiens), P08912; CHO-K1 hM5 cells; 0% DMSO wells, 100% maximal acetylcholine response; activation, % at 3 µM; 360,000 compounds, 0.19% hits; AID 624037, 2012;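 active means activation above the run's mean over test compounds plus 3 SD, cut at about 23% in these data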;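 further: signal is peak over basal fluorescence ratio across the kinetic read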
CHRM1 PAM: human M1 muscarinic receptor positive allosteric modulators, primary screen, CHO-K1 cells, Fluo-8 calcium fluorescence, 1536-well; Muscarinic acetylcholine receptor M1 (Homo sapiens), P11229; CHO-K1 hM1, ACh EC20; 0% = ACh EC20, 100% = maximal ACh; activation, % at 3 µM; 360,000 compounds, 0.088% hits; in the data active means activation above about 19%, passing the limit was not always enough
M4 antag: human M4 muscarinic receptor antagonists, primary screen, CHO cells, Fluo-8 calcium fluorescence; Muscarinic acetylcholine receptor M4 (Homo sapiens), P08173; CHO-hM4 cells, ACh EC80; inhibition, % at 3 µM; 360,000 compounds, 0.73% hits; AID 624125, 2012;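 active means inhibition above its plate's cutoff, the mean inhibition of sample wells plus 3 SD, cut at about 27% in these data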;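 further: 0% = acetylcholine EC80 with DMSO and 100% = DMSO without agonist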
M5 PAM: human M5 muscarinic receptor positive allosteric modulators, primary screen, CHO-K1 cells, Fluo-8 calcium fluorescence; Muscarinic acetylcholine receptor M5 (Homo sapiens), P08912; CHO-K1 hM5, ACh EC20 PAM; 0% = ACh EC20, 100% = ACh EC100; activation, % at 3 µM; 360,000 compounds, 0.3% hits;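 active means activation above the run cutoff, the mean activation of all test compounds plus 3 SD, cut at about 18% in these data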
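Assay system: CHO-K1 hM5 cells. Also added: acetylcholine at EC20 concentration, added after compound. Dosing: 3 µM, single dose. Times: compound preincubation 140 s before EC20 acetylcholine addition. Signal: Fluo-8 calcium fluorescence. Measure: % activation relative to EC20 and EC100 ACh responses. Repeats: singlicate, one well per test compound.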
CHRM4 agonist: human M4 muscarinic receptor agonists, primary screen, CHO-K1 cells, Fluo-8 calcium fluorescence; activation, % at 3 µM; 360,000 compounds, 0.14% hits; AID 624127, 2012; Muscarinic acetylcholine receptor M4 (Homo sapiens), P08173; CHO-K1 hM4/Gqi5; vehicle 0%, full acetylcholine response 100%;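 active means activation above the run mean over all test wells plus 3 SD, cut at about 32% in these data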;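 further: peak over basal fluorescence ratio per well then scaled between controls; 0% = DMSO wells and 100% = acetylcholine at EC100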
The depositor's hits bear a star; x = not tested or not shown. This is a random part of the collection, and some 2.8% of all compounds hit somewhere here.

SMILES	M1 antag	CHRM4 PAM	M5 antag	CRFBP-R2 agonist	CHRM5 agonist	CHRM1 PAM	M4 antag	M5 PAM	CHRM4 agonist
CC(CCc1ccccc1)NC(=O)c1ccccc1Cl (stereo not drawn)	-11	0	-2	0.2	0	8	-15	-5	0
CCC(=O)n1nc(-c2cccnc2)nc1NCc1ccc(OC)cc1	-25	6	-1	1.5	-4	2	9	-2	2
Clc1ccc2nncn2n1	-4	15	6	0.1	-1	2	-5	-1	0
O=C1C2C3C=CC(C4CC34)C2C(=O)N1/N=C/c1ccc(-c2ccc(Cl)cc2[N+](=O)[O-])o1 (stereo not drawn)	1	-1	6	-0.3	-3	-5	-6	-6	6
COC(=O)c1ccc(CN2CCN(C(C)C)C(CCO)C2)cc1 (stereo not drawn)	30	-4	-2	11	-4	-17	-7	0	0
CCOC(=O)Cn1ccc(NC(=O)COc2ccc(F)cc2F)n1	4	0	-2	0.3	-1	-2	-8	2	2
CC(C)(C)NC(=O)/C=N/O	-15	14	-3	-0.6	1	8	-4	1	1
O=C1Nc2ccc(S(=O)(=O)NCc3ccco3)c3cccc1c23	-11	4	-12	-2.5	1	10	1	4	2
CCc1ccc2[nH]c(=O)c(CN(CCN3CCOCC3)C(=O)Nc3ccccc3F)cc2c1	2	0	-2	0.6	0	5	1	-1	4
CCC(=O)Nc1nnc(-c2cccs2)s1	14	9	-13	-0.5	0	-10	4	8	2
CC(C)CC(=O)c1c[nH]c(C(=O)N2CCN(Cc3ccccc3)CC2)c1	6	-3	6	0.6	-2	-2	4	1	0
O=C(Nc1cccc(S(=O)(=O)Nc2ccccc2Cl)c1)c1ccc(Cl)nc1	24	-25	20	-1.4	8	-12	11	-20	21
O=C(NCCc1ccccc1)C1CCC(=O)N(CCCN2CCCC2=O)C1 (stereo not drawn)	-2	-6	9	-1.6	2	-3	5	-6	0
COC(C(=O)NNS(=O)(=O)c1ccccc1[N+](=O)[O-])c1ccccc1 (stereo not drawn)	-10	7	10	0.5	-2	12	1	-4	1
C[C@@H]1CN([C@H](C)CO)S(=O)(=O)c2ccc(C#CC3CCCCC3)cc2O[C@H]1CN(C)C(=O)Cc1ccncc1	-4	-7	1	-1.2	2	-1	9	1	12
O=C(c1cccc(S(=O)(=O)Nc2cccc(C(F)(F)F)c2)c1)N1CCOCC1	-14	0	0	1.2	4	12	-2	7	0
Cc1ccc(-c2nn(-c3ccccc3)cc2C(=O)Nc2ccc(C)c(S(=O)(=O)N3CCOCC3)c2)cc1	-1	3	-4	6.8	-1	3	1	-5	1
O=S(=O)(Nc1nc2ccccc2nc1Nc1ccc(N2CCOCC2)cc1)c1cc(Cl)ccc1Cl	6	-1	5	51*	-2	2	-3	-5	0
CCCC(C(=O)OCCN(CC)CC)(c1ccccc1)c1ccccc1	71	-16	49*	3.3	-1	-23	43*	-19	3
COC(=O)c1ccc(NC(=O)Cn2nc(C(=O)Nc3ccc(C)cc3)ccc2=O)cc1	-10	6	5	0.0	-5	9	-10	1	0
CCn1c(SCC(=O)Nc2cc(NC(C)=O)ccc2OC)nnc1-c1cccnc1	-6	1	-1	-0.5	1	9	-4	-1	0
CN(C)c1ccc(C=Nc2cnn(C)c2C(N)=O)cc1	-23	10	0	-2.6	-3	6	-8	-3	1
C=CCOC(=O)C1=C(C)OC(N)=C(C#N)C1c1c(C)nn(-c2ccccc2)c1Cl (stereo not drawn)	-13	-4	2	-0.9	-5	-2	2	-5	2
CCCCSc1nc(CCC)cc(=O)[nH]1	3	15	8	-2.4	-2	0	4	-1	-3
O=C(CN1C(=O)c2cccc3cccc1c23)Nc1cccnc1	-18	7	-3	-2.4	-1	4	-16	-2	0
O=C(/C=C/c1ccc(Cl)c([N+](=O)[O-])c1)NCc1cccnc1	-13	-7	3	-3.7	-3	-3	0	0	2
CCN(CC(=O)Nc1c(F)cccc1F)C(=O)c1ccc(N2CCOCC2)c([N+](=O)[O-])c1	-6	1	3	-2.9	8	7	-10	1	4
CS(=O)(=O)N(CC(=O)Nc1ccccc1Sc1ccccc1)c1cccc(Br)c1	-1	-6	10	1.8	-4	4	3	-11	0
CC(=O)N1N=C(c2cccc(Cl)c2)OC1c1ccc(C(C)C)cc1 (stereo not drawn)	-6	0	8	2.1	1	9	5	0	0
c1ccc(-c2noc(CN3CCN(c4cnccn4)CC3)n2)cc1	7	3	1	-0.1	6	1	2	9	4
CC(=O)OC1CCC2(C)C(=CCC3C2CCC2(C)C3CC3OC4(CCC(C)CN4)C(C)C32)C1 (stereo not drawn)	-11	-2	8	-1.4	1	6	21	-2	0
NC1=NC(=Nc2cccc(S(N)(=O)=O)c2)c2ccccc21	-2	-1	-8	-0.5	2	4	-4	11	1
Cc1ccc(NC(=O)CSc2nnc(NC(=O)C3CC3)s2)cc1	0	0	10	-1.4	-5	0	5	0	1
O=C(O)COc1ccccc1C=NNC(=O)c1ccccc1NS(=O)(=O)c1cccs1	3	-3	9	-1.7	3	-5	3	10	1
CCCOc1ccc(/C=C/C(=O)NCc2ccccc2)cc1	-6	4	7	-1.6	-1	9	1	-1	1
O=C(NCCC1CCCCN1S(=O)(=O)c1ccccc1)C(=O)NC1CCCC1 (stereo not drawn)	-22	9	-2	0.0	3	9	-6	-2	1
COCCn1c(N)c(C(=O)Nc2sc3c(c2C(=O)OC)CCCC3)c2nc3ccccc3nc21	-5	3	-6	1.2	1	7	11	1	1
COc1ccccc1N1CCN(S(=O)(=O)c2c(C(=O)N3CCOCC3)c(C)n(C)c2C)CC1	-2	-1	2	0.3	-5	0	-12	-4	2
CC(C(=O)OCC(=O)N1CCN(c2ccccc2)CC1)N1C(=O)c2ccccc2C1=O (stereo not drawn)	-18	4	9	1.2	2	16	5	-10	3
COc1cccc(NC(=O)CN(C)C(=O)Cn2c(=O)oc3ccccc32)c1	-17	10	0	1.0	1	15	-4	1	1
Cc1ccc(CNC(=O)C23CN(Cc4ccccc4)CC2C(c2ccc([N+](=O)[O-])cc2)=NO3)o1 (stereo not drawn)	15	0	0	4.6	-2	-11	-1	1	5
CC1CN(C2CCN(S(=O)(=O)c3ccc4ccccc4c3)CC2)CC(C)O1 (stereo not drawn)	-1	-6	-3	1.3	-4	3	9	-2	0
Cc1ccc(P(=O)(O)c2ccc(C)cc2)cc1	-11	12	-5	0.5	-3	8	-1	9	0
COCCCn1c(=O)c2ccccc2n(Cc2cc(C(=O)OC)ccc2OC)c1=O	-11	-4	-7	-1.7	3	7	10	5	0
CCC(=O)N/N=C(\C)CC(=O)Nc1ccc2ccccc2c1	-4	2	-6	-4.3	-1	5	-3	4	3
COc1ccc(-c2nc3c(n2O)CCc2c-3no[n+]2[O-])cc1	-13	-2	-1	-3.1	2	3	-1	1	0
CCOC(=O)c1cnc2c(Cl)cccc2c1NCCN1CCOCC1	-10	0	-2	0.9	0	6	-1	2	-1
COC(=O)c1ccc(CNC(=O)COC(=O)c2ccccc2-c2ccccc2)cc1	-2	-3	5	-0.3	-1	-1	0	-7	8

As a working copy, part of the list above.
SMILES	M1 antag	CHRM4 PAM	M5 antag	CRFBP-R2 agonist	CHRM5 agonist	CHRM1 PAM	M4 antag	M5 PAM	CHRM4 agonist
Cc1ccc(P(=O)(O)c2ccc(C)cc2)cc1	-11	12	-5	0.5	-3	8	-1	9	0
COCCCn1c(=O)c2ccccc2n(Cc2cc(C(=O)OC)ccc2OC)c1=O	-11	-4	-7	-1.7	3	7	10	5	0
CCC(=O)N/N=C(\C)CC(=O)Nc1ccc2ccccc2c1	-4	2	-6	-4.3	-1	5	-3	4	3

More structures follow:
SMILES	M1 antag	CHRM4 PAM	M5 antag	CRFBP-R2 agonist	CHRM5 agonist	CHRM1 PAM	M4 antag	M5 PAM	CHRM4 agonist
O=C(CSCc1ccc([N+](=O)[O-])cc1)NC1CC2CCC1C2 (stereo not drawn)	0	0	-2	-0.5	-4	4	4	-3	0
CC(=O)c1ccc(S(=O)(=O)N2CCCCC2C(=O)O)cc1 (stereo not drawn)	-8	7	-1	1.3	2	14	-9	6	1
CCc1ccccc1NC(=O)NC1CC2CCC(C1)N2Cc1cccs1 (stereo not drawn)	45*	-2	-4	4.0	-6	-32	-18	-11	4
CCc1ccc([C@H]2[C@@H]3C(=O)C[C@@H]4C(=O)NC(=O)[C@@H]4[C@@H]3CN2S(=O)(=O)c2ccc(C)cc2)cc1	12	5	4	x	1	-1	-4	-4	3
CCc1nnc(NC(=O)Cc2ccc(S(=O)(=O)N3CCCCC3)cc2)s1	4	12	-1	4.7	3	5	-2	3	2
CCN(CC(=O)NCc1ccc(Cl)cc1)S(=O)(=O)c1ccc(F)cc1	-1	-11	6	-2.6	-7	4	13	-4	1
CCc1ccc(N(CC(=O)Nc2ccc(OC)cc2OC)S(C)(=O)=O)cc1	15	2	0	-1.2	1	-4	6	-4	2
N=c1ccn(Cc2ccc(F)cc2)cc1	2	-3	6	0.4	-20	-2	-5	-7	0
NC(=O)c1nsc(C(=O)N(c2cccc(F)c2)C(C(=O)NC2CCCC2)c2ccc(O)cc2)c1N (stereo not drawn)	8	-7	-4	-0.4	1	0	9	5	1
O=C(NC(Cc1ccccc1)C(=O)O)/C(=C/c1ccc([N+](=O)[O-])cc1)NC(=O)c1ccc(Br)o1 (stereo not drawn)	-11	-7	11	0.4	-1	7	6	1	2
COc1ccc(OC)c(N(CC(=O)NCCSCc2ccc(C)cc2)S(C)(=O)=O)c1	-19	-4	2	-4.9	1	21	-4	8	3
C=CCNC(=O)c1oc2ccc(S(=O)(=O)N3CCCCC3)cc2c1C	2	-3	10	-1.2	2	-3	0	0	4
Cc1cc(S(=O)(=O)Nc2ccc(C(=O)NCC3(N(C)C)CCCCC3)cc2)ccc1F	-10	-4	4	-1.0	-2	4	-6	3	0
CCN(CC)CCC(c1cc(OC)c(OC)c(OC)c1)c1c(OC)cc(OC)c2ccc(=O)oc12 (stereo not drawn)	-3	15	-8	1.6	-2	12	2	12	1
C#CC1(O)CCCC2C3CCC4CC(OC(C)=O)CCC4(C)C3C(=O)CC21C (stereo not drawn)	-2	-2	9	0.3	-9	-9	5	-3	1
CCN(CC(=O)NCc1ccc(F)cc1)C(=O)/C=C/c1ccco1	1	-1	9	1.0	0	0	6	2	0
O=C(Nc1ccc(-c2nc3ccccc3[nH]2)cc1)C1CCCO1 (stereo not drawn)	-12	0	-8	0.7	4	2	4	1	3
O=C(COC(=O)C1CCCCC1)Nc1cccc(F)c1	-6	2	12	-1.4	4	7	-1	4	2

Screening results (PubChem BioAssay)
